Vif inh = HIV Vif inhibition; inhibition, % at 7.49 µM; 340,000 compounds, 0.35% hits; HEK293T cells, Vif self-association by quenched fluorescence, imaging, 24 h; in the data active = inhibition above about 50%, passing the limit was not always enough; also: some results filed as inactive read as strong as hits
MC4R antag cAMP = antagonists of human melanocortin 4 receptor (MC4R); MC4R-expressing cells, MTII-stimulated cAMP, LANCE TR-FRET; inhibition, % at 6.5 µM; 360,000 compounds, 0.48% hits; AID 540295;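 active = inhibition above its plate's cutoff, the mean of tested wells on that plate plus 3 SD, cut at about 29% in these data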;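 also: 0% = Melanotan II alone and 100% = Melanotan II plus saturating MCL0020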
Target sequence (P32245 whole entry, looked up): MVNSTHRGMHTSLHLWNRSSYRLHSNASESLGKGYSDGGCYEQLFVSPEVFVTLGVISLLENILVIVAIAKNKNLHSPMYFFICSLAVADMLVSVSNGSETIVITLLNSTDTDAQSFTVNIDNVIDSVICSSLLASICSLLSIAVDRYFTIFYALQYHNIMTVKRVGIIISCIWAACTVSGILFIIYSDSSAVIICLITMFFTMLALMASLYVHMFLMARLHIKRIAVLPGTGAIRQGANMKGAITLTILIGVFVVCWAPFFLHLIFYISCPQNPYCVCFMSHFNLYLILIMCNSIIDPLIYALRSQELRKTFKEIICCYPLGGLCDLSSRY
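Material – human MC4R-expressing U2OS cells · Repeats – no replicates · Detection – TR-FRET with Eu-cAMP and labeled anti-cAMP, 671 nm · Times – compound 30 min, challenge 1 h, detection 1 h · Compound – single nominal compound dose of 6.5 µM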
Glyco luc inh = N-linked glycosylation inhibition. D54 ERlucT glycosylation luciferase reporter, 24 h; percent of 100 nM tunicamycin response. reporter increase, % at 12.5 µM. 360,000 compounds, 0.23% hits;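 active = mean luciferase reporter signal, scaled so untreated is 0 and the glycosylation-blocking control 100, at or above a set limit in every replicate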;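 also: luciferase carries N-glycosylation sites so blocking glycosylation raises the light; 0% = median of neutral control wells and 100% = median of 100 nM tunicamycin wells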
ABCB6 inh 2 = human ABCB6 transporter inhibition; Q9NP58; AID 602162; fluorescence ratio to DMSO, % at 10 µM; 360,000 compounds, 0.19% hits; K562-ABCB6 porphyrin accumulation, flow cytometry, 1 h; active compounds read low;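 active = fluorescence ratio to DMSO below 75%, the collection mean minus 3 SD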;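 also: signal is porphyrin accumulated inside mitochondria; 100% equals median channel fluorescence of DMSO control wells; lower ratio means ABCB6 inhibition with less porphyrin fluorescence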
MC4R ag barr = activates human MC4R beta-arrestin recruitment; P32245; U2OS MC4R beta-arrestin complementation, luminescence; percent of melanotan II response, DMSO zero; activation, % at 8.9 µM; 360,000 compounds, 0.98% hits; AID 540308;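 active = activation above a per-plate cutoff, the mean activation of sample wells on that plate plus 3 SD, cut at about 8% in these data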
H9c2 protect = myocardial damage modulation in H9c2 cells; 360,000 compounds, 0.63% hits; protection from H2O2 cell death, % at 20 µM; H9c2 cardiomyocytes, H2O2 injury protection, ATPLite, 2 h; AID 588492;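 active = compounds giving at least 50% protection of heart cells from peroxide-induced death in the single-dose screen, raw or plate-pattern-corrected value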;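 also: 0% = DMSO wells with peroxide and 100% = DMSO wells without peroxide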
HTR2A ag = mouse HTR2A agonism via beta-arrestin recruitment; P35363; CHO-K1 mHTR2A beta-arrestin complementation, luminescence; percent of 30 µM serotonin response; 360,000 compounds, 0.66% hits; AID 624169; activation, % at 7.6 µM;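 active = activation above a run cutoff, the mean activation of all tested compounds plus 3 SD, cut at about 14% in these data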;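 also: 0% = plate median of compound wells and 100% = 30 µM serotonin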
Target sequence (P35363 whole entry, looked up): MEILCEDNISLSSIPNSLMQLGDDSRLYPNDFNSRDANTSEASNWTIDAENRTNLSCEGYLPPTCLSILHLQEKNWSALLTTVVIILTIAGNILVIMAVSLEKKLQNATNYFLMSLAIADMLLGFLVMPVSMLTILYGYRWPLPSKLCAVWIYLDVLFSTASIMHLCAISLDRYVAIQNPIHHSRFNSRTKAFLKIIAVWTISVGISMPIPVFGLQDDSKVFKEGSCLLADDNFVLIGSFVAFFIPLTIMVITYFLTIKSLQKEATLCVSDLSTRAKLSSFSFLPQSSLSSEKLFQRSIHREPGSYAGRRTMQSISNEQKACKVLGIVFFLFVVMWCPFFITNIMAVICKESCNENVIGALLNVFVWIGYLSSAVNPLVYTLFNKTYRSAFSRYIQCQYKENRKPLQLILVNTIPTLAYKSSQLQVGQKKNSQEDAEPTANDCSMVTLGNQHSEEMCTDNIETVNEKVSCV
CaV13 FRET inh = Primary screen for inhibitors of IQ motif and Ca2+-dependent inactivation inhibitor domain binding in CACNA1D, Förster resonance energy transfer in living cells, … | HEK cells, CFP/YFP FRET ICDI-IQ, plate reader, 10 min; percent FRET-ratio fall versus neutral wells | inhibition, % at 12.3 µM | AID 743397 | 340,000 compounds, 0.098% hits;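 active = mean replicate inhibition of at least 30% and at least 1% of replicates passing that level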;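 also: 0% = median of the neutral control wells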
aDG glyco up = increases alpha dystroglycan glycosylation; Pro5-aDG cells, alpha-DG glycosylation AlphaScreen (IIH6); 0% Pro5, 100% B10-LARGE cell signal; activation, % at 10 µM; 360,000 compounds, 0.22% hits; AID 624168;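 active = activation of at least 8% versus controls, or a plate z-score of at least 8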;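 also: Pro5 are CHO cells carrying HIG-tagged alpha-DG that lacks glycosylation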
PDI inh = inhibitors of human protein disulfide isomerase; PDI insulin aggregation turbidity, A650, 90 min; 350,000 compounds, 0.052% hits; inhibition, % at 10 µM; P07237;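 active = mean inhibition across replicates of 30% or more, whatever share of single replicates reach that level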;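 also: absorbance from insulin aggregation driven by PDI reduction with DTT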
* marks the source's active call; other numbers are inactive results; · = not tested or not shown.

Start of the listing, in advance (four entries):
SMILES	Vif inh	MC4R antag cAMP	Glyco luc inh	ABCB6 inh 2	MC4R ag barr	H9c2 protect	HTR2A ag	CaV13 FRET inh	aDG glyco up	PDI inh
O=c1cc[nH]c2cc(C(F)(F)F)ccc12	-4	2	0	99	-2.8	-4	0	-8	-0.2	-7
CCOC(=O)c1ccc(NC(=O)Nc2ccccn2)cc1	13	9	0	98	-0.5	-23	-2	-4	1.3	13
COc1ccc(/C=N/OCc2ccc(Br)cc2)c(OC)c1	1	-4	-2	101	0.7	-10	8	-2	0.0	-5
CC(=O)N1CCc2ccc([N+](=O)[O-])cc21	-1	7	0	99	-0.6	-2	-1	-11	0.5	2

The list itself, repeating the preview:
SMILES	Vif inh	MC4R antag cAMP	Glyco luc inh	ABCB6 inh 2	MC4R ag barr	H9c2 protect	HTR2A ag	CaV13 FRET inh	aDG glyco up	PDI inh
O=c1cc[nH]c2cc(C(F)(F)F)ccc12	-4	2	0	99	-2.8	-4	0	-8	-0.2	-7
CCOC(=O)c1ccc(NC(=O)Nc2ccccn2)cc1	13	9	0	98	-0.5	-23	-2	-4	1.3	13
COc1ccc(/C=N/OCc2ccc(Br)cc2)c(OC)c1	1	-4	-2	101	0.7	-10	8	-2	0.0	-5
CC(=O)N1CCc2ccc([N+](=O)[O-])cc21	-1	7	0	99	-0.6	-2	-1	-11	0.5	2
COc1ccccc1C1N(c2cc(Cl)ccc2OC)C(=O)C2CCCN21 (configuration not stated)	-1	-3	-3	101	0.7	-8	3	-2	-0.3	·
Cc1c(Br)c(C(F)(F)F)nn1CC(=O)N1CCCC1	9	3	-1	76	-2.3	-1	-4	·	-0.2	-5
O=C(Nc1cccc2ccccc12)c1cn(-c2ccccc2)nc1-c1cccs1	12	-2	1	95	-1.2	-8	17*	-5	0.1	-4
O=C1CCCN1c1ccc(N2CCCC2=O)cc1	-5	-3	2	102	1.5	-6	-1	-19	-0.1	-4
COC(=O)c1cc(OC)c(OC)cc1NC(=O)Cn1nnc(-c2ccccc2Cl)n1	3	-5	4	97	1.6	0	-3	-5	-0.2	-5
C=CCN(C(=O)CNC(=O)c1ccco1)C(C(=O)NC1CCCC1)c1ccc(OC)cc1 (configuration not stated)	5	17	2	99	-1.1	1	5	-7	0.0	6
COCCNC(=O)NC(=O)COC(=O)C1(c2ccc(Cl)cc2)CC1	-1	23	1	99	0.9	12	1	3	-0.2	-1
O=C(OCC(=O)N1CCC(Cc2ccccc2)CC1)c1cc(Cl)ccc1O	9	-1	-1	84	0.2	-6	-1	-6	0.2	3
O=c1c([N+](=O)[O-])c(O)c2ccccc2n1Cc1ccccc1	·	8	-1	101	-2.6	6	-9	-18	0.1	-2
O=C(O)COCC(=O)Nc1ccc2c(c1)CCC2	-2	1	1	99	-2.3	0	-2	-6	2.0	1
Cc1ccc(S(=O)(=O)Nc2cc(=O)[nH]c3c2CCC3)cc1	1	3	2	96	-0.6	-4	6	-1	0.0	20
Cc1ccc(NC(=S)NCCC2=CCCCC2)cc1	-2	0	-3	100	0.9	-10	-1	-2	5.1	-3
CCOc1ccccc1NC1=C(OC)C(=O)C(Nc2ccccc2OCC)=C(OC)C1=O	0	-6	0	90	-0.4	2	-2	-6	-1.0	2
O=C1c2ccccc2C(=O)N1c1cc([N+](=O)[O-])ccn1	2	7	0	99	0.4	-2	13	-1	0.0	2
COc1ccc(Cl)cc1NC(=O)C1CCCN(S(C)(=O)=O)C1 (configuration not stated)	-2	4	1	97	1.8	0	-3	-4	0.0	-7
CN(C)c1cccc(C(=O)NC2CCCc3ccccc32)c1 (configuration not stated)	-2	-5	-2	98	0.4	4	-4	-2	-0.1	8
CC12COC3(P(=O)(c4ccccc4)c4ccccc4)CC1CCC23CP(=O)(c1ccccc1)c1ccccc1 (configuration not stated)	2	11	-3	102	-1.8	-7	0	-3	1.1	-1
O=C(c1noc2c1CSc1ccccc1-2)N1CCN(c2ccc(Cl)cc2)CC1	-2	4	3	97	-3.6	-4	-2	-3	-0.2	-12
COc1ccc(/C=C(\NC(=O)c2ccccc2)C(=O)N2CCC(C)CC2)cc1	4	11	0	99	-1.4	2	2	-2	0.0	3
CCC1(C)Cc2c(sc3nnn(CC(=O)Nc4ccc(C)cc4)c(=O)c23)CO1 (configuration not stated)	-9	-6	-1	84	-0.1	-10	3	-3	0.5	-5
CCN(CC)CCOC(=O)c1ccc([N+](=O)[O-])cc1	20	6	1	107	-0.3	0	0	-2	-0.2	6

(further entries)
SMILES	Vif inh	MC4R antag cAMP	Glyco luc inh	ABCB6 inh 2	MC4R ag barr	H9c2 protect	HTR2A ag	CaV13 FRET inh	aDG glyco up	PDI inh
COc1ccc(-c2c(NC(C)=O)n(C)c3ccccc3c2=O)cc1	10	6	4	98	-0.5	-2	-2	-6	-0.4	-1
O=C(NCc1ccccn1)c1nc(-c2cccs2)no1	-3	10	1	103	-1.4	5	1	-11	-0.3	-7
O=C(Nc1ccc(S(=O)(=O)N2CCOCC2)cc1)c1ccc([N+](=O)[O-])o1	-3	10	13	104	-0.7	-18	-1	-1	0.5	-2
CC1(c2nnnn2Cc2ccccc2)CCC(=O)N1CC1CCCCC1 (configuration not stated)	·	·	·	99	·	·	-3	-7	0.0	·
CCOCCCNC(C(=O)Nc1ccc(OC)c(Cl)c1)c1ccccc1 (configuration not stated)	1	9	-2	102	-0.7	-1	-2	-2	0.0	1
COc1cc(OC)cc(C(=O)Nc2c(C)nn(-c3ccccc3)c2C)c1	-2	4	4	100	2.9	8	9	-4	-0.1	6
Cn1nnnc1SCc1ccc(C(=O)Nc2ccccc2F)cc1	12	12	0	103	-1.2	-11	0	·	0.0	3
CC1(C(=O)NS(=O)(=O)c2cccc(C#N)c2)CCN1C(=O)c1cccc2ccccc12 (configuration not stated)	·	-2	1	100	-0.7	-1	6	-10	-0.1	4
Cc1nnc(-c2ccc(N3CCOCC3)c([N+](=O)[O-])c2)o1	1	2	0	92	0.2	3	1	·	-0.1	-9
CC1(C)Cc2nc3oc4c(SCC(N)=O)ncnc4c3cc2CO1	2	3	1	85	-0.8	0	7	4	-0.2	-2
COc1ccc(-n2c(C)c(C(C)=O)c3cc(OCC(N)=O)ccc32)cc1	5	15	-1	97	-2.0	-7	-2	-2	-0.4	0
Oc1ccc(-c2[nH]ncc2-c2cnn(-c3ccccc3)c2)c(O)c1	-11	11	-2	98	-0.6	-6	3	-3	0.0	-6
O=S(=O)(c1ccccc1)N(c1ccccc1)S(=O)(=O)c1ccccc1	-6	5	-1	92	-0.3	0	-5	-4	0.0	9
Cc1ccc(S(=O)(=O)N2CCCCC2)cc1NC(=O)CCOc1ccccc1	9	1	-5	102	-1.0	-12	-4	-4	0.4	-6
CC1CCCCN1C(=O)CCS(=O)(=O)c1cccc2nonc12 (configuration not stated)	0	-3	1	95	-1.0	3	3	5	0.1	1
Cc1cccc(C)c1NC(=O)C(c1ccccc1)N1CCC2(CC1)OCCO2 (configuration not stated)	11	2	1	102	0.5	-2	3	-4	0.0	-4
CCC1(C(=O)OC)NC(c2cccc(F)c2)C2C(=O)N(C)C(=O)C21 (configuration not stated)	-8	1	3	95	0.4	0	5	-6	0.1	-4
CCCC(=O)Nc1nc2ccc(NC(=O)c3ccccc3F)cc2s1	16	-14	15	100	-1.5	26	4	3	0.3	-9
CC(C)C[C@@H]1NC(=O)[C@H](C(C)C)NC(=O)c2cc([N+](=O)[O-])cc(I)c2OCC[C@@H](C(N)=O)NC1=O	4	3	1	95	0.7	-1	-1	·	0.3	4
O=C(Cn1c(=O)cnc2ccccc21)Nc1cccc(S(=O)(=O)N2CCOCC2)c1	6	7	0	97	-2.1	-3	-1	-6	1.0	12
O=S(=O)(c1cc(Cl)ccc1Cl)N1CCN(c2ccccn2)CC1	5	-4	1	95	-2.2	-7	-1	-3	-0.1	-11
CCS(=O)(=O)N1CCCC(C(=O)NC2CCC(C)CC2)C1 (configuration not stated)	-4	2	-1	·	0.5	0	3	·	-0.1	-11
CN(CC(=O)Nc1ccc(Cl)c(C(F)(F)F)c1)C(=O)C1CC(=O)N(C2CCCC2)C1 (configuration not stated)	-1	1	4	94	-0.1	-12	-13	-7	-0.3	1
COc1ccc(C2=NS(=O)(=O)N(C)C(C(=O)NCc3ccc4c(c3)OCO4)=C2)cc1OC	·	15	1	99	0.4	12	-4	-31	2.8	·
O=C(NCc1cccc(Cl)c1)c1ccc2ccccc2n1	-16	5	-1	70*	-1.0	-14	0	-2	0.1	0

(more compounds)
SMILES	Vif inh	MC4R antag cAMP	Glyco luc inh	ABCB6 inh 2	MC4R ag barr	H9c2 protect	HTR2A ag	CaV13 FRET inh	aDG glyco up	PDI inh
CCCn1c(NC(=O)c2ccc(F)cc2)nc2ccccc21	0	-6	10	93	-1.2	21	0	-7	-0.2	2
Cn1ccnc1SCC(=O)c1ccc(F)cc1	6	-2	0	92	0.9	10	2	10	0.2	-4
CCCCOc1ccc(C(=O)OC(C)CN(C)C)cc1 (configuration not stated)	-10	6	-2	92	0.0	4	-5	-4	0.0	-4
CNC[C@@H]1Oc2cc(Br)ccc2S(=O)(=O)N([C@@H](C)CO)C[C@@H]1C	0	-2	1	104	-0.7	18	2	-4	0.0	-4
CCNC(=S)Nc1ccc2c(c1)c(=O)n(C)n2Cc1ccc(Cl)cc1	1	3	-1	96	-1.4	3	-1	-9	-0.1	8
COC(=O)COc1ccc2c(c1)O/C(=C\c1cccc([N+](=O)[O-])c1)C2=O	2	18	13	98	0.4	32	-1	-3	-0.1	-10
CCCCNC(=O)Nc1ccccc1C(=O)Nc1ccc(OC)cc1	-7	-1	3	86	-0.1	-8	5	-3	1.2	-4
CCCc1nc(SCc2ccccc2Cl)n[nH]1	-3	-6	2	87	-1.4	2	4	·	0.0	-3
Cc1ccc(C(=O)N2CCN(c3ccc([N+](=O)[O-])c(NCc4ccco4)c3)CC2)cc1	-2	2	0	103	-1.1	-2	-1	·	2.2	0
OCCc1ccc(-c2ccc(Cl)cc2)o1	-1	1	1	94	-0.5	-10	-2	-3	0.0	14
O=C(/C=C/c1ccc2c(c1)OCO2)Nc1cc(S(=O)(=O)N2CCOCC2)ccc1N1CCOCC1	·	-1	0	88	-2.1	11	-2	-4	-0.1	2
CC1=C(C)CC(C(=O)Nc2cccc(Cl)c2)C(C(=O)O)C1 (configuration not stated)	-7	-1	1	100	0.6	0	0	-5	-0.1	5
CCc1ccc(-c2nc(CS(=O)CC(=O)NCCN3CCCCCC3)c(C)o2)cc1 (configuration not stated)	0	4	6	103	-2.4	1	-6	-2	0.5	3
CC(CCc1ccccc1)NC(=O)CNC(=O)c1cccs1 (configuration not stated)	2	5	-2	99	-3.4	-1	0	-6	0.6	-4
O=S(=O)(Cc1cc(Cl)nc(-c2ccccc2)n1)c1ccccc1	1	5	0	96	-1.2	-1	-1	-5	-0.2	-5
Cc1ccc(-c2nc(CS(=O)CC(=O)NCCN3CCCC3)c(C)o2)cc1 (configuration not stated)	-4	14	1	100	0.2	-2	-3	-3	-0.1	·
NS(=O)(=O)c1ccc(CCNC(=O)CSc2nc3ccsc3c(=O)n2CCCCCC(=O)O)cc1	-2	-7	2	94	-3.6	21	10	-18	0.1	-2
